Screens (PubChem)
ABHD5 PLIN5 PPI: ABHD5-PLIN5 protein interaction inhibition | Split G. princeps luciferase complementation, luminescence, 4 h | 0.78% of 360,000 active | AID 602281 | Q00G26+Q8WTS1 | inhibition, % at 4 µM;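 active = inhibition above the mean inhibition across every tested compound plus 3 SD, cut at about 22% in these data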;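 also: 0% = DMSO only wells and the 100% control is not disclosed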
N-glyco inh: N-linked glycosylation inhibition | reporter increase, % at 12.5 µM | 0.23% of 360,000 active | D54 ERlucT glycosylation luciferase reporter, 24 h; percent of 100 nM tunicamycin response;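 active = mean luciferase reporter signal, scaled so untreated is 0 and the glycosylation-blocking control 100, at or above a set limit in every replicate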;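 also: luciferase carries N-glycosylation sites so blocking glycosylation raises the light; 0% = median of neutral control wells and 100% = median of 100 nM tunicamycin wells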
MC4R antag cAMP: blocks human MC4R cAMP signaling. P32245. MC4R-expressing cells, MTII-stimulated cAMP, LANCE TR-FRET. inhibition, % at 6.5 µM. 0.48% of 360,000 active;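 active = inhibition above its plate's cutoff, the mean of tested wells on that plate plus 3 SD, cut at about 29% in these data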;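 also: 0% = Melanotan II alone and 100% = Melanotan II plus saturating MCL0020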
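Assay system: human MC4R-expressing U2OS cells; reagent: Melanotan II stimulation of cells; dosing: 6.5 µM single dose; timing: compound 30 min, challenge 1 h, detection 1 h; signal: TR-FRET cAMP assay; replicates: one well per compound, no replicates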
ABCB6 inh 2: inhibitors of human ABC transporter ABCB6; K562-ABCB6 porphyrin accumulation, flow cytometry, 1 h; hits give low values; fluorescence ratio to DMSO, % at 10 µM; 0.19% of 360,000 active; AID 602162;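 active = fluorescence ratio to DMSO below 75%, the collection mean minus 3 SD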;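 also: signal is porphyrin accumulated inside mitochondria; 100% equals median channel fluorescence of DMSO control wells; lower ratio means ABCB6 inhibition with less porphyrin fluorescence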
MC4R ag barr: agonists of human melanocortin 4 receptor (MC4R) beta-arrestin. U2OS MC4R beta-arrestin complementation, luminescence; percent of melanotan II response, DMSO zero. P32245. 0.98% of 360,000 active. activation, % at 8.9 µM;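 active = activation above a per-plate cutoff, the mean activation of sample wells on that plate plus 3 SD, cut at about 8% in these data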
H9c2 protect: myocardial damage modulation in H9c2 cells; protection from H2O2 cell death, % at 20 µM; H9c2 cardiomyocytes, H2O2 injury protection, ATPLite, 2 h; 0.63% of 360,000 active;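 active = compounds giving at least 50% protection of heart cells from peroxide-induced death in the single-dose screen, raw or plate-pattern-corrected value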;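 also: 0% = DMSO wells with peroxide and 100% = DMSO wells without peroxide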
m5-HT2A agonist: mouse HTR2A agonism via beta-arrestin recruitment | CHO-K1 mHTR2A beta-arrestin complementation, luminescence; percent of 30 µM serotonin response | P35363 | 0.66% of 360,000 active | activation, % at 7.6 µM;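 active = activation above a run cutoff, the mean activation of all tested compounds plus 3 SD, cut at about 14% in these data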;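 also: 0% = plate median of compound wells and 100% = 30 µM serotonin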
NOD2 RIPK2 PPI: NOD2-RIPK2 protein interaction inhibition | O43353 | CHO BLA complementation NOD2-RIPK2, CCF4 ratio | inhibition, % at 4.98 µM | 0.38% of 360,000 active | AID 624267; in the data active = inhibition above about 21%;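 also: 0% = vehicle only and 100% = reference blocker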
TLR9-MyD88 inh: TLR9-MyD88 interaction inhibition; AID 504734; inhibition, % at 4.98 µM; CHO BLA complementation TLR9-MyD88, CCF4 FRET ratio; 0.21% of 340,000 active; Q9NR96+Q99836;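 active = inhibition above the mean over all tested compounds plus 3 SD, cut at about 21% in these data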;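 also: 0% = DMSO only wells and 100% = clavulanate BLA inhibitor control wells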
SRC2 inh: inhibits human steroid receptor coactivator 2 | inhibition, % at 9 µM | Q15596 | 0.17% of 370,000 active | HEK293 GAL4-SRC2 luciferase reporter, luminescence;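 active = inhibition above the mean inhibition of all tested compounds plus 3 SD, set per campaign, cut at about 52% in these data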;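 also: 0% = DMSO treated cells and 100% = cells given Gossypol at 36 µM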
Target sequence (Q15596 whole entry, looked up, the tested form may be a part): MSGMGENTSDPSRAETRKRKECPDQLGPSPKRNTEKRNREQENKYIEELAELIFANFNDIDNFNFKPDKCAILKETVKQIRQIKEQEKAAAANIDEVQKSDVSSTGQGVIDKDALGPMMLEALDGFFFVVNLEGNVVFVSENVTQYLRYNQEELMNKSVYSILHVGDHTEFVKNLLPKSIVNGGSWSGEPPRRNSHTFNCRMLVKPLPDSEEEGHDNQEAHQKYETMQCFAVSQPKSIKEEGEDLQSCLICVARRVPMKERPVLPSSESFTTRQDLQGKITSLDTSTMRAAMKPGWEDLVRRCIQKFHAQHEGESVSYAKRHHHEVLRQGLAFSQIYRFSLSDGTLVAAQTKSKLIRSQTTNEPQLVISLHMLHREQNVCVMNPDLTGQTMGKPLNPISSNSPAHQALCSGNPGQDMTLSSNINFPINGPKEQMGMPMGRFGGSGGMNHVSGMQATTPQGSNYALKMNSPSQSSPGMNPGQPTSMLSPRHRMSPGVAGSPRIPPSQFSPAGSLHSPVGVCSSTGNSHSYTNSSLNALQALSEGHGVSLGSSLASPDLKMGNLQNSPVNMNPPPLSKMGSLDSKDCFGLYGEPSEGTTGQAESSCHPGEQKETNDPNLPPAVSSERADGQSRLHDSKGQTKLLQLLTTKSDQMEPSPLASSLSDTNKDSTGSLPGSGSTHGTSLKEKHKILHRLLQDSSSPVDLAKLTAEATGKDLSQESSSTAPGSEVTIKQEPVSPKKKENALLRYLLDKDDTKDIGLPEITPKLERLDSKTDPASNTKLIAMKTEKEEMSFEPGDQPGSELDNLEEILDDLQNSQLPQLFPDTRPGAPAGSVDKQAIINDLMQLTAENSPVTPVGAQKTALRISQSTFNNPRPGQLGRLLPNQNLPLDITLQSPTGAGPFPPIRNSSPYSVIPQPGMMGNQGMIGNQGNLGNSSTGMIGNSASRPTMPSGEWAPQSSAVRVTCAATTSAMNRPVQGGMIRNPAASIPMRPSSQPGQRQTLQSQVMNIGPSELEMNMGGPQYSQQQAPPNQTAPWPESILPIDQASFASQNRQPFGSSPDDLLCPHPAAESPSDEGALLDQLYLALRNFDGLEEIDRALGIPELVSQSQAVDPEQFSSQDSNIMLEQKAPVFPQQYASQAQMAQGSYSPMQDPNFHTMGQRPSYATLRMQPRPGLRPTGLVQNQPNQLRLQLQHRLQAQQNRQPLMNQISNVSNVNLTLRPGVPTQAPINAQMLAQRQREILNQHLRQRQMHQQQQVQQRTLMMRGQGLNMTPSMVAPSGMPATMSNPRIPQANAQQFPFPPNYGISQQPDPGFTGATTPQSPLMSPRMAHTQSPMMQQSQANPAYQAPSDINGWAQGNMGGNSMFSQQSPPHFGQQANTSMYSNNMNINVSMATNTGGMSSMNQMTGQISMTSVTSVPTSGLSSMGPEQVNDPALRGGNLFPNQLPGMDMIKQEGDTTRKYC
An asterisk follows results filed as active; . = not tested or not shown. These rows are one share of the data, so the mix of outcomes need not match the whole.

SMILES	ABHD5 PLIN5 PPI	N-glyco inh	MC4R antag cAMP	ABCB6 inh 2	MC4R ag barr	H9c2 protect	m5-HT2A agonist	NOD2 RIPK2 PPI	TLR9-MyD88 inh	SRC2 inh
O=C(CN1CCN(C(c2ccccc2)c2ccccc2)CC1)N1CCOCC1	0	2	5	98	-1.0	1	0	-18	1	6
CN(C)CCCNC(=O)c1ccccc1Oc1ccccc1	-4	1	-2	105	2.3	5	3	-2	-6	-5
O=C(c1ccc2c(c1)OCO2)C1CCCN(C(=O)c2cnn(Cc3ccccc3)c2)C1 (stereo not given)	5	0	-8	98	0.4	-1	-1	-3	3	-13
CCOC(=O)C1CCN(C(=O)c2ccc3c(=O)n4c(nc3c2)CCCCC4)CC1	-12	-1	5	103	3.7	7	2	-9	-6	-17
O=C(O)CS(=O)(=O)c1ccc(C(F)(F)F)cn1	1	2	-5	139	-0.3	7	3	-2	3	16
Cc1ccc(S(=O)(=O)N2CCc3ccccc3C2)cc1	8	-4	4	96	-1.0	-6	-8	-6	-1	-12
O=C1NC[C@H](CCCCN2C[C@H](Cc3ccccc3)N(CCc3ccc(O)cc3)C(=O)C2=O)N(CC2CCCCC2)C1=O	6	.	.	99	.	.	2	-16	.	-14
CCOC(=O)C1CCCN(C(=O)N2CCOCC2)C1 (stereo not given)	-3	-1	18	101	-1.0	3	-1	-3	-4	-15
Cc1cc(NC(=O)CCC2CCCC2)no1	-3	-1	-3	161	1.0	0	0	10	-1	-13
Cc1cc(C(=O)CN2C(=O)c3ccccc3S2(=O)=O)c(C)n1C(C)C	-6	-20	2	98	-1.0	-12	-3	-1	4	58*
CCOc1ccccc1OCC(=O)Nc1ccc(S(=O)(=O)N(C)C)cc1	15	0	7	91	0.0	6	-8	-11	6	14
C[C@@H]1CN([C@@H](C)CO)C(=O)c2cccc(NC(=O)c3nc4ccccc4s3)c2O[C@@H]1CN(C)CC1CC1	1	-1	2	103	-1.8	0	2	5	9	-7
CC(=O)c1cccc(NC(=O)CN(c2ccccc2F)S(C)(=O)=O)c1	-4	3	3	93	-2.1	2	-7	-2	3	-13
Cc1ccc(NC(=O)c2sc(N)nc2-c2ccc([N+](=O)[O-])cc2)cc1C	-4	-1	1	97	11*	-5	0	-7	-3	16
O=C(CCN1C(=O)/C(=C\c2ccccc2)SC1=S)NNC(=O)c1ccccc1O	-7	-2	-2	99	10*	10	-5	11	-12	-35
O=C(NC1CCCCCCC1)C1CCN(S(=O)(=O)N2CCCC2)CC1	1	-3	4	101	-1.2	9	-3	2	8	17
O=C1c2cccc3cccc(c23)C(=O)N1Nc1ccccc1	-5	2	0	89	-0.9	7	0	-3	2	17
COc1ccc(N2CS(=O)(=O)/C(=C/N(C)C)C2=O)cc1	7	-1	14	98	-1.7	-4	-1	-3	-3	-30
COc1ccc(-c2nc(CS(=O)CC(=O)NC3CCCCCC3)c(C)o2)cc1 (stereo not given)	2	0	-3	100	-1.4	-8	-4	1	-3	-16
O=C(CCNC(=O)C1CCN(S(=O)(=O)c2ccc(F)cc2)CC1)NCCc1cccc(F)c1	-2	0	7	102	-0.5	2	-3	-6	-1	32
Cc1cc(C(=O)O/N=C(\N)c2ccc(C(C)(C)C)cc2)no1	1	-9	-7	93	1.4	-11	1	-3	.	-27
CCCNS(=O)(=O)c1ccc(CCC(=O)Nc2ccc3c(c2)OCO3)cc1	-3	0	-4	95	-2.6	-8	0	-2	-14	-18
CCN(CC)c1ccc(N=Cc2ccc(N(CC)CC)cc2O)cc1	10	2	-2	581	-1.3	-9	-1	9	-3	17
Cc1ccc(SCC2=NN(c3nc(C)cc(C)n3)C(=O)C2)cc1	2	0	1	92	-0.8	1	-2	-4	3	26
CCc1ccc2oc(-c3cccc(N)c3)nc2c1	-2	.	-3	89	0.7	-37	-2	5	10	-45
CCN(c1ccccc1)S(=O)(=O)c1ccc(OC)c(NC(=O)Cn2cnc3c2c(=O)n(C)c(=O)n3C)c1	3	1	41*	98	6.2	17	3	-8	0	-1
Cc1cccc(C(=O)Nc2ccc(C(=O)/C=C/c3ccncc3)cc2)c1	91*	-5	7	90	-3.0	-21	-4	56*	9	-102
CC1(C)CC(NC(=O)Cc2ccccc2)CC(C)(C)N1	6	0	-2	99	-3.4	0	-1	-14	10	-29
CCN(CC)C(=O)COn1c(SCC(=O)N(CC)CC)nc2ccccc2c1=O	-5	-2	3	94	-1.4	12	3	-7	-2	-29
CC(=O)C1(C)N(O)C(C)(C)C(c2cccs2)=[N+]1[O-] (stereo not given)	1	0	-4	98	-3.5	-4	0	-11	-1	-3
O=C(NCc1ccc(F)cc1)C1CCN(S(=O)(=O)N2CCOCC2)CC1	-3	2	5	92	0.6	5	10	3	5	-37
CCC(=O)N(CCc1ccccc1)Cc1cc2cc(C)ccc2[nH]c1=O	7	-1	7	102	0.1	-3	-2	-11	10	-10
O=C(NCc1cccnc1)C(=O)NCC1OCCN1S(=O)(=O)c1cc(F)ccc1F (stereo not given)	4	1	0	98	0.2	-1	4	3	6	-9
Cc1cccc(CSc2nc3sc(C)c(C)c3c(=O)n2Cc2ccco2)c1	-4	-9	7	88	-2.3	-8	-4	-9	-3	-26
COc1ccc(Cl)cc1Nc1cc(C)nc2ncnn12	7	5	-5	98	-1.1	0	-1	-2	1	-3
O=C1CSC(c2ccccc2)N1Cc1ccccc1 (stereo not given)	10	-4	-5	97	-0.4	2	-2	-8	7	-40
COc1ccc(N(C(=O)CCl)C(C(=O)NC2CCCCC2)c2cccnc2)cc1 (stereo not given)	8	21	-4	103	8.7*	-5	4	-1	-1	63*
Cc1[nH]c2ccccc2c1/C=N/NC(=O)Cc1cccs1	-5	1	-7	98	-2.2	10	-6	-11	-5	-7
Cc1cc(NC(=O)OC(C)C)ccc1-c1ccc(NC(=O)OC(C)C)cc1C	1	-4	-3	96	2.2	0	1	-2	-4	5
Cc1sc2ncnc(OCC(=O)Nc3ccc4c(c3)OCCO4)c2c1C	-2	-1	16	97	-0.5	4	-1	8	0	-17

Some of these compounds in order of SMILES length, high to low:
SMILES	ABHD5 PLIN5 PPI	N-glyco inh	MC4R antag cAMP	ABCB6 inh 2	MC4R ag barr	H9c2 protect	m5-HT2A agonist	NOD2 RIPK2 PPI	TLR9-MyD88 inh	SRC2 inh
Cc1cc(NC(=O)OC(C)C)ccc1-c1ccc(NC(=O)OC(C)C)cc1C	1	-4	-3	96	2.2	0	1	-2	-4	5
Cc1sc2ncnc(OCC(=O)Nc3ccc4c(c3)OCCO4)c2c1C	-2	-1	16	97	-0.5	4	-1	8	0	-17
O=C1CSC(c2ccccc2)N1Cc1ccccc1 (stereo not given)	10	-4	-5	97	-0.4	2	-2	-8	7	-40

Additional structures
SMILES	ABHD5 PLIN5 PPI	N-glyco inh	MC4R antag cAMP	ABCB6 inh 2	MC4R ag barr	H9c2 protect	m5-HT2A agonist	NOD2 RIPK2 PPI	TLR9-MyD88 inh	SRC2 inh
COn1c(C)c(C(C)=O)c2c3nonc3ccc21	-4	-4	2	100	-0.1	23	6	-3	4	11
O=C(COC(=O)COc1ccc(Br)cc1)NC1CCCCCC1	-2	-2	11	97	-3.0	6	-3	2	5	12
CCOc1ccccc1NC(=O)Nc1ccncc1	0	-1	7	93	-2.9	6	-2	9	0	-25
COc1ccccc1-n1cnc2cc(NCc3cccs3)ccc21	-7	16	-18	84	-2.8	-13	-7	9	12	9
COc1ccccc1NC(=O)c1cc(S(=O)(=O)NCc2ccccc2)ccc1F	7	2	5	89	-1.3	-5	-5	2	-1	8
Cc1c(Cl)cccc1NC(=O)c1ccc(OCC(=O)NCc2ccccc2)cc1	2	-4	5	100	1.3	0	2	-2	-3	12
CC(C)(CNC(=O)Cc1ccc(Br)cc1)N1CCOCC1	1	0	3	100	0.0	-2	-3	-7	3	5
O=C1CCC(=O)N1c1ccc(-c2nc3sc4c(c3c(=O)o2)CCC4)cc1	9	2	6	97	-1.4	6	2	14	2	-5
Cc1cc(CNC(=O)c2cc(COc3c(F)cccc3F)on2)nn1C	2	-1	28	95	2.3	4	3	-7	-1	-32
CCOc1ccc(NC(=O)CSc2ncn[nH]2)cc1	-2	1	-2	100	-2.6	3	4	-12	2	13
C=CC[C@@H](CC(=O)NCCO)C(=O)N[C@@H](COC(=O)[C@@H](CC=C)Cc1ccc(F)cc1)Cc1ccccc1	8	-1	4	102	1.9	11	-1	-2	2	15
CC(C)=CC1C(C(=O)NCCOc2ccccc2)C1(C)C (stereo not given)	3	0	25	96	0.4	6	2	-4	1	1
CC(=O)Oc1ccc(NC(=O)CSc2ccccc2)cc1	1	-1	-4	103	-0.3	2	2	3	5	-38
S=c1[nH]nc(CNc2ccc(Cl)cc2)n1Cc1ccccc1	0	1	7	98	-1.7	0	-1	-5	-10	-14
CC(C)CCN1CCN(Cc2coc3ccccc3c2=O)CC1CCO (stereo not given)	-1	-1	17	98	0.3	3	-4	9	-2	-25
O=C(CCCN1C(=O)c2ccccc2C1=O)NCCN1C(=O)S/C(=C\c2cccs2)C1=O	-7	1	-6	98	0.0	-6	3	-5	5	7
COc1cccc(Sc2ccccc2CN(C)C)c1	-2	-1	-4	107	-1.3	-8	-3	6	12	21
COc1cccc(/C=N/NC(=O)CN2CC(c3ccccc3)CC2=O)c1OC (stereo not given)	4	0	5	102	0.5	7	-8	10	8	-6
CC(C)(C)C(=O)COC(=O)c1cc(-c2cccnc2)nc2ccccc12	3	0	1	101	-3.9	-7	-5	6	0	13
CCOC(=O)C1CCN(C(=O)c2cc(OCC)c(OCC)c(OCC)c2)CC1	-4	-1	5	89	-1.1	14	-4	-15	-6	-14
COc1ccc(CCNC(=O)CC2Oc3ccc(Cl)cc3NC2=O)cc1OC (stereo not given)	-1	0	-6	104	-0.9	11	1	-15	-3	-11
COc1ccc(C2=NOC(C(=O)N3CCCc4ccccc43)C2)cc1 (stereo not given)	-1	-3	3	104	-0.8	-5	-1	2	-4	-4
Cc1cc(C)cc(C(=O)Nc2cc3c4c(c2)CC(=O)N4CCC3)c1	1	-2	16	101	1.5	4	-3	4	0	-23
COc1ccccc1N1CCN(c2ccc3c(c2)S(=O)(=O)c2cccc(C(=O)NCC4CC4)c2C3=O)CC1	-2	21	-1	99	0.2	22	4	-5	-2	-6
CCOC(=O)C1NN=C(C(=O)c2ccc(C)cc2)C1c1ccc(C)cc1 (stereo not given)	-5	0	8	105	1.6	-20	-4	4	4	-10
Cn1c(SCC(=O)N2CCc3ccccc3C2)nnc1-c1ccncc1	-2	4	6	98	-0.3	2	-2	-8	-2	-11
O=C(O)c1c2c(nc3ccc(S(=O)(=O)N4CCC(C(=O)NCc5ccc(Cl)cc5)CC4)cc13)CCCC2	-5	0	18	96	-1.4	-1	-5	-3	-10	3
CCCn1c(N)c(N(CCOC)C(=O)c2ccc(-c3ccccc3)cc2)c(=O)[nH]c1=O	-2	1	4	98	1.3	0	2	-8	-8	10
Cc1cccc(NC(=O)Cc2ccc(-c3ccccc3)cc2)n1	-9	0	-3	97	-3.6	-3	-3	11	0	9
